Screening results: PubChem BioAssay, The Scripps Research Institute Molecular Screening Center
LYPLA1 counter = counter-screen for PME1 inhibitors: inhibitors of human LYPLA1; O75608; recombinant LYPLA1, FP-Rh probe fluorescence polarization; inhibition, % at 5.9 µM; 0.16% of 320,000 active; AID 2174;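 active = inhibition above the mean of all tested compounds plus 3 SD, set per campaign, cut at about 14% in these data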;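 also: inhibitors block serine hydrolase probe labeling of LYPLA1 so polarization falls; 0% = enzyme with DMSO and 100% = wells lacking LYPLA1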
PREPL inhibitor = human PREPL enzyme inhibition; 0.68% of 320,000 active; recombinant PREPL, fluorescence polarization activity-based probe; Q4J6C6; AID 2751; inhibition, % at 5.96 µM; in the data active = inhibition above about 43%;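 also: 0% = enzyme with DMSO and 100% = wells lacking enzyme; many of its hits are not listed in these tables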
PAFAH1B3 inh = PAFAH1B3 (human) inhibition. recombinant PAFAH1B3, FP-rhodamine probe, fluorescence polarization. inhibition, % at 3.39 µM. 0.28% of 340,000 active;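 active = inhibition above the screen-wide average of all tested compounds plus 3 SD, cut at about 25% in these data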;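 also: 0% = enzyme with DMSO only and 100% = wells lacking PAFAH1B3 protein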
Target sequence (Q15102 whole entry, looked up): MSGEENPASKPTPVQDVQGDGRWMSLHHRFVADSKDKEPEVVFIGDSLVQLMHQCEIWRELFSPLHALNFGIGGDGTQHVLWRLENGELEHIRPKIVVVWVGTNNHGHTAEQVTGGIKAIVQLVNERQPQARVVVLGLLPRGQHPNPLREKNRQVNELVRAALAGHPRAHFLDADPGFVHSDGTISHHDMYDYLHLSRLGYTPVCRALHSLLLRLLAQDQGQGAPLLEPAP
PAFAH2 FP inh = inhibitors of human PAFAH2; recombinant PAFAH2, FP-rhodamine activity probe, fluorescence polarization; Q99487; inhibition, % at 3.39 µM; 0.99% of 340,000 active;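 active = inhibition above the mean over all tested compounds plus 3 SD, cut at about 30% in these data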;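 also: inhibitors block probe labeling of enzyme so polarization drops; 0% = enzyme with DMSO and 100% = wells lacking PAFAH2 protein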
PAD4 inh = inhibitors of human PAD4; Q9UM07; recombinant PAD4, RCA probe fluorescence polarization; inhibition, % at 6.36 µM; 0.41% of 330,000 active;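 active = percent inhibition above a cutoff equal to the mean of all tested compounds plus 3 SD, cut at about 15% in these data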;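 also: 0% = PAD4 with RCA probe and DMSO and 100% = probe without PAD4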
GSTO1 counter = blocks human GSTO1 in RBBP9 counter-screen; AID 1974; 1.1% of 300,000 active; inhibition, % at 5.96 µM; recombinant GSTO1, activity-based probe fluorescence polarization;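 active = inhibition above the campaign mean inhibition plus 3 SD, cut at about 35% in these data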;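 also: 0% = GSTO1-1 with DMSO and 100% = wells lacking GSTO1-1 enzyme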
pPAFAH inh = inhibitors of human plasma PAF acetylhydrolase (pPAFAH). Q13093. recombinant pPAFAH, FP-rhodamine probe fluorescence polarization. inhibition, % at 3.39 µM. 1.5% of 330,000 active;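 active = inhibition above the mean inhibition across the screen plus 3 SD, cut at about 25% in these data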;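 also: inhibitors block binding of the rhodamine activity-based probe so polarization drops; 0% = enzyme with DMSO and 100% = wells lacking pPAFAH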
Target sequence (Q13093 whole entry, looked up): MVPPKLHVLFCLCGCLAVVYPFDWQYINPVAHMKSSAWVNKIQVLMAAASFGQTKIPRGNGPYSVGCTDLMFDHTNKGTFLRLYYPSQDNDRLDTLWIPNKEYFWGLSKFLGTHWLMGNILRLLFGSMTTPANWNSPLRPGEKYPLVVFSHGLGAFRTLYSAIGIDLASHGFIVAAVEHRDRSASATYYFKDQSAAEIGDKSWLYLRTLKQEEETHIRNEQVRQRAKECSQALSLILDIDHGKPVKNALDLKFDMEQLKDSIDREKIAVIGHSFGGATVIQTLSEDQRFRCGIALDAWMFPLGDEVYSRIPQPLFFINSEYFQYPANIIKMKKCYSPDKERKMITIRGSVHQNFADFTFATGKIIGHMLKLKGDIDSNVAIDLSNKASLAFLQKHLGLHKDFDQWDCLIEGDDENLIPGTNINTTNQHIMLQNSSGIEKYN
LYPLA2 inh = counter-screen for PME1 inhibitors: inhibitors of human LYPLA2; AID 2177; 0.38% of 320,000 active; O95372; inhibition, % at 5.9 µM; recombinant LYPLA2, FP-Rh probe fluorescence polarization;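 active = inhibition above the screen-wide mean plus 3 SD, limit set per campaign, cut at about 26% in these data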;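 also: 0% = LYPLA2 with DMSO and 100% = wells lacking LYPLA2 enzyme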
Target sequence (O95372 whole entry, looked up): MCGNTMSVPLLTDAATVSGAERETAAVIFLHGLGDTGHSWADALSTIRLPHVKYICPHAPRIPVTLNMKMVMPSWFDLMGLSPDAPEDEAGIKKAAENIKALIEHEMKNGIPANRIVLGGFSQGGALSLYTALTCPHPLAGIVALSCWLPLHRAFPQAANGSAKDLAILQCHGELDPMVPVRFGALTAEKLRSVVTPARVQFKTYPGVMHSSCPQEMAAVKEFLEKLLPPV
PAFAH1B2 inh = inhibitors of human PAFAH1B2 | 1.2% of 340,000 active | P68402 | inhibition, % at 3.39 µM | recombinant PAFAH1B2, FP-rhodamine activity probe, fluorescence polarization;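 active = inhibition above the mean of all tested compounds plus 3 SD, cut at about 24% in these data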;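 also: 0% = enzyme with DMSO and 100% = wells lacking PAFAH1B2; many of its hits are not listed in these tables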
An asterisk follows results filed as active; · = no result given; & = joins results of further samples. Not all compounds are listed; count on the stated rates, not on these rows.

SMILES | LYPLA1 counter | PREPL inhibitor | PAFAH1B3 inh | PAFAH2 FP inh | PAD4 inh | GSTO1 counter | pPAFAH inh | LYPLA2 inh | PAFAH1B2 inh
COc1ccccc1NC(=O)COC(=O)c1ccccc1OCC(=O)Nc1ccc(SC(F)F)cc1 | -1 | -16 | 1 | 4 | 0 | -2 | 3 | -4 | 0
Clc1ccc(CSc2ncn(-c3ccccc3)n2)cc1 | 4 | -16 | -4 | 1 | 3 | 3 | 4 | 3 | 14
Cc1ccc(CSc2nnc([C@@H]3CCCN3)o2)cc1 | 0 | 3 | 3 | 2 | -3 | -5 | 3 | -1 | 12
CCOC(=O)C1CCCN(C(=O)c2cc(S(=O)(=O)N3CCCCC3)c[nH]2)C1 (stereo unspecified) | 1 | 6 | 4 | 5 | -6 | 0 | -1 | -2 | 4
CCN(CC)c1ccc2c(cc1=O)[C@@H](NC)CCc1cc(OC)c(OC)c(OC)c1-2 | 0 | 19 | 10 | -2 | -1 | 11 | -1 | -4 | 2
COc1ccc(/C=N/NC(=O)CCc2c(C)n[nH]c2C)cc1O | 1 | 20 | -1 | -3 | 3 | 0 | -2 | -2 | 4
N#CC1=C(SCC(=O)Nc2nccs2)NC(=O)CC1c1ccccc1 (stereo unspecified) | -3 | 6 | 6 | -5 | 4 | -2 | 0 | 0 | 5
c1ccc(CSc2nnc([C@@H]3CCCN3)o2)cc1 | 0 | -2 | 8 | 3 | -3 | 5 | -1 | 5 | 4
Cn1c2ccccc2c(=O)c2c(=O)n(C3CCCCC3)c(-c3cccs3)nc21 | -2 | -2 | -2 | 13 | 2 | 22 | 1 | 2 | 1
COCCn1c(N)c(N(Cc2ccccc2)C(=O)C2CCCCC2)c(=O)[nH]c1=O | 0 | 11 | 6 | 3 | 7 | -3 | 3 | 1 | 1
CCCOc1ccc(CCc2n[nH]c(=S)n2-c2ccccc2)cc1 | 3 | 12 | 13 | 1 | 0 | 9 | 3 | -3 | 3
Cc1ccnc(NS(=O)(=O)c2ccc(NC(=O)c3ccc(S(=O)(=O)N4CC(C)OC(C)C4)cc3)cc2)n1 (stereo unspecified) | -5 | 2 | -2 | -8 | -6 | 9 | 4 | -6 | 0
CC1(C)CC(=O)N(c2cc(Cl)cc(Cl)c2)C(=O)C1 | -1 | 8 | 7 | -5 | -1 | 5 | -6 | 11 | 7
CC(=O)c1ccc(OCC(=O)NC(=O)NC2CCCCC2)cc1 | 1 | 1 | 12 | -3 | -1 | 4 | 4 | 8 | 1
CC[C@H](NC(=O)c1c(C)c(-c2ccccc2)nc2ccccc12)c1ccccc1 | 3 | 2 | 2 | -1 | 3 | -1 | 3 | 2 | 2
COc1ccc(N/C=C/C(=O)c2ccc(C)cc2)c([N+](=O)[O-])c1 | -2 | 7 | 5 | -4 | -4 | 3 | 7 | 0 | -2
CCCNC(=O)CCn1cc(-c2ccc(OC)cc2)nc1-c1ccncc1 | 1 | 16 | -2 | 2 | 6 | 12 | 2 | 1 | 1
CC1(c2ccc(OC(F)F)cc2)NC(=O)N(CC(=O)NCCC2=CCCCC2)C1=O (stereo unspecified) | -3 | 0 | 2 | 12 | -2 | · | 1 | 2 | 5
CCOC(=O)CSC1=C(C#N)C(c2ccco2)C(C(=O)Nc2cccc(C(F)(F)F)c2)=C(C)N1 (stereo unspecified) | -14 | 1 | 0 | -6 | 1 | -9 | 0 | -29 | -2
c1ccc(-c2noc(CCC3CCCC3)n2)cc1 | 0 | -1 | 5 | 1 | -8 | -1 | 2 | -6 | 0
CCOc1ccc(C(CCc2ccccc2)NC(=O)c2ccccc2F)cc1OCC (stereo unspecified) | -3 | 19 | 7 | 7 | 4 | -1 | 3 | -5 | 1
COc1ccc(CNC(=S)Nc2cccc(C)c2C)cc1 | 2 | -7 | 2 | 4 | 0 | 1 | 2 | 6 | 6
COc1cc(NC(=O)c2ccco2)c(OC)cc1NC(=O)CCC(=O)Nc1cc(C)cc(C)c1 | -1 | 9 | 5 | 8 | 1 | 8 | 7 | 0 | 0
Cn1c(=O)c2c(nc(N3CCCCCC3)n2CCSc2nc3ccccc3o2)n(C)c1=O | 0 | 14 | 2 | 7 | -3 | 0 | -2 | 3 | -1
Cc1cc2n(n1)SC(Nc1cccc3ccccc13)N2 (stereo unspecified) | -1 | -2 | 5 | -4 | -6 | 5 | 3 | 1 | 0

Remaining list, next part:
SMILES | LYPLA1 counter | PREPL inhibitor | PAFAH1B3 inh | PAFAH2 FP inh | PAD4 inh | GSTO1 counter | pPAFAH inh | LYPLA2 inh | PAFAH1B2 inh
Cc1ccc2c(c1)N(CC(=O)NCCCN1CCOCC1)C(=O)C(C(C)C)O2 (stereo unspecified) | 2 | -1 | 0 | 0 | 1 | -8 | 2 | -3 | 1
CCn1cc([N+](=O)[O-])c(C(=O)N2CCCCCC2)n1 | -3 | -1 | 7 | -4 | 4 | 12 | -6 | 4 | 2
CC1(C(=O)N2CCC(CO)(Cc3cccc(C(F)(F)F)c3)CC2)CC1 | 4 | 11 | 2 | 2 | 4 | 0 | -2 | 9 | 1
CCC(=O)Nc1cc(C(=O)OCC(=O)c2ccccc2)ccc1C | 2 | -5 | 8 | 21 | 0 | 1 | 0 | 5 | 1
O=C(CSc1nc2ccccc2c(=O)[nH]1)NCc1ccc(Cl)cc1 | -1 | 1 | 3 | 1 | 1 | -10 | -1 | 6 | 16
COc1ccc2cc3[n+](cc2c1OC)CCc1cc2c(cc1-3)OCO2 | 0&-2 | 14&13 | 3&9 | 1&5 | -3&-1 | 2&3 | 1&-4 | 4&-12 | 2&7
COC(=O)/C=C/c1ccc(OC(=O)c2ccncc2)cc1 | -4 | 5 | 13 | 2 | 3 | 5 | 1 | 0 | 4
O=C(Nn1c(=S)[nH]c2ccccc2c1=O)c1ccncc1 | -2 | 2 | -5 | -2 | -3 | 1 | 4 | -3 | 1
CC(C)(C)C(=O)NC(=S)Nc1ccc(Cc2ccncc2)cc1 | 1 | 9 | 5 | 10 | -6 | -5 | 0 | 10 | 5
COc1ccc(-c2nn(-c3ccccc3)cc2CN2CCCO2)c(F)c1 | -4 | 15 | 4 | 1 | 0 | -1 | 4 | -3 | -1
CCCCCCN(C(=O)CCl)c1ccccc1 | 3 | -4 | 2 | 10 | 6 | 83* | 1 | 1 | 8
O=C(NCCCN1CCOCC1)c1ccc(Cl)cc1Cl | -1 | 11 | 6 | -6 | 15* | 2 | 2 | -7 | -2
CCOC(=O)C1CCCN(C(=O)Cn2nc(C)c3c(C)n(-c4ccccc4)nc3c2=O)C1 (stereo unspecified) | -1 | 22 | 3 | 8 | 1 | -1 | 1 | 13 | 1
O=C(Nc1ccc(Cl)cc1)Nc1nnc(CSCc2ccccc2)s1 | -4 | 16 | 1 | -3 | -1 | 1 | 6 | -10 | 5
CCCOC(=O)c1c(NC(=O)c2cnn3c2NC(c2ccccc2)CC3C(F)(F)F)sc2c1CCCC2 (stereo unspecified) | -2 | 3 | 6 | -4 | 1 | 3 | 3 | -12 | 1
COc1cccc(-c2c(-c3cc(OC)cc(OC)c3)n(C)c3ccc(-c4cnc(OC)nc4)cc23)c1 | -3 | 6 | -2 | -1 | -1 | · | 5 | -6 | -6
Cc1cccc(NC(=O)c2cccc(N3C(=O)CCC3=O)c2)c1 | -3 | 0 | 4 | 2 | -2 | -2 | 5 | 1 | 0
COc1ccc(-c2c3c(cc(C)[n+]2[O-])oc2ccc(OC)cc23)cc1 | -4 | 14 | 11 | 5 | 3 | 4 | 1 | 9 | -1
CC1CCN(CCCCOc2ccccc2[N+](=O)[O-])CC1 | -1 | 1 | 2 | -1 | -2 | 5 | 4 | 0 | 6
COc1ccc(-n2c(C)cc(SC)c(C(C)=O)c2=S)cc1 | 1 | 0 | -4 | 2 | -2 | 6 | 0 | 9 | 2
CCC(C)C(NC(=O)c1ccccc1NC(=O)c1ccco1)C(=O)O (stereo unspecified) | -2 | 1 | 12 | 0 | 0 | -2 | 4 | -2 | 3
COCCN1CCCC(CNCc2cn(C)nc2-c2ccc(Oc3ccccc3)cc2)C1 (stereo unspecified) | 2 | 43* | 4 | -5 | -1 | -1 | 5 | -1 | -13
COc1ccc(CCN(C)CCN2C(=O)c3ccccc3C2=O)cc1OC | -3 | 24 | 7 | 3 | 1 | 9 | 3 | -5 | 1
CCOc1ccc(-c2cn3ccccc3n2)cc1[N+](=O)[O-] | 1 | 4 | 7 | 4 | 1 | 2 | 9 | 5 | 4
Cc1ccccc1CS(=O)(=O)CCC(=O)NCCCN1CCN(c2ccccc2F)CC1 | -4 | 27 | 5 | 6 | 7 | 3 | 16 | 3 | -3

Taken from above:
PAFAH1B2 inh, COC(=O)/C=C/c1ccc(OC(=O)c2ccncc2)cc1 : 4
PAD4 inh, CCOC(=O)C1CCCN(C(=O)Cn2nc(C)c3c(C)n(-c4ccccc4)nc3c2=O)C1 (stereo unspecified) : 1
PREPL inhibitor, O=C(NCCCN1CCOCC1)c1ccc(Cl)cc1Cl : 11

(next part)
SMILES | LYPLA1 counter | PREPL inhibitor | PAFAH1B3 inh | PAFAH2 FP inh | PAD4 inh | GSTO1 counter | pPAFAH inh | LYPLA2 inh | PAFAH1B2 inh
COc1ccc(NC(=O)CSc2n[nH]c(=O)n2C2CC2)cc1OC | 0 | 0 | 8 | 3 | -1 | · | 4 | 5 | -1
CCc1ccccc1-n1nnnc1SCC(=O)Nc1cc(C)on1 | -1 | 1 | -2 | 11 | 2 | 7 | 4 | 4 | 6
COc1ccc(-n2c(C)nnc2SCC(=O)Nc2ccccc2F)cc1 | -2 | -13 | -3 | 9 | -2 | 7 | -2 | 1 | 7
Cn1c(CNc2ccccc2)nc2ccccc21 | 4 | 0 | 5 | 5 | 5 | 4 | 3 | 3 | 0
O=C(NCc1ccco1)[C@@H]1CSC2c3ccccc3C(=O)N21 (stereo partly specified) | -3 | -2 | 7 | 13 | -5 | -6 | 9 | -2 | 1
CCOC(=O)C1CCCN(C(=O)/C=C/c2cc(OC)c(OC)c(OC)c2)C1 (stereo unspecified) | 2 | 12 | -1 | 2 | -3 | 2 | 5 | 4 | 0
Cc1c(-n2c(O)c(C3=c4ccccc4=NC3=O)sc2=O)c(=O)n(-c2ccccc2)n1C | 2 | 4 | 4 | -8 | 2 | 8 | 0 | -4 | 8
CC1(CCc2ccccc2)NC(=O)N(CC(=O)Nc2ccccc2C#N)C1=O (stereo unspecified) | 0 | 12 | -1 | -4 | 4 | · | 2 | 4 | 2
COc1ccc(C(=O)Nc2ccc(C(=O)c3ccccc3)cc2)cc1 | 0 | -4 | · | · | -3 | 12 | -1 | -2 | ·
Cc1cc(NC(=O)CSc2nc3c(c(-c4cccnc4)c2C#N)CCC3)no1 | -1 | 24 | 5 | 15 | 5 | 7 | 3 | -3 | -1
CC(C)c1ccc(CNC(=O)CSCC(=O)Nc2ccc3ccccc3c2)cc1 | -18 | -7 | 9 | -13 | -2 | -1 | 1 | -24 | 19
CCCc1nnc(NC(=O)CCC(=O)N2CCN(Cc3ccc(F)cc3)CC2)s1 | -2 | 15 | 12 | 2 | 4 | 14 | 5 | 1 | -3
Fc1ccc(NC(=S)N2CCOCC2)c(F)c1 | -3 | -2 | 4 | 1 | -1 | -3 | 6 | 2 | -1
Cc1[nH]n(-c2ccccc2)c(=O)c1C=NCC1CCCO1 (stereo unspecified) | 1 | -3 | 15 | 5 | -3 | 3 | 1 | 7 | -1
O=C(O)CC/C(=N/NC(=O)c1cn(-c2ccccc2)nc1-c1ccccc1)C(=O)O | -16 | 1 | 1 | 2 | -1 | -3 | -5 | -34 | -2
